zVAD death inh = blocks zVAD induced death of L929 cells; actives 0.38% (n = 220,000); viability rescue, % at 10 µM; L929 zVAD necroptosis rescue, ATP luminescence, 24 h; with zVAD 60 µM;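 active = activation, scaled between plate controls, above about 75%, limit read from the data; inactive = activation under that limit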;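 also: 0% = zVAD with DMSO and 100% = DMSO alone without zVAD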
Hck-Nef inh = blocks Nef-activated human Hck kinase; AID 463187; actives 0.68% (n = 220,000); inhibition, % at 20 µM; P08631; Recombinant Hck-YEEI plus Nef, Z-Lyte FRET kinase assay;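 active = Hck-Nef kinase inhibition above about 50%, limit read from the data; inactive = inhibition below that limit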;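 also: 0% = DMSO with Hck plus Nef and 100% = Hck alone without Nef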
KLK5 inh = blocks human kallikrein 5 protease activity; Q9Y337; recombinant hK5, fluorogenic AMC substrate cleavage; inhibition, % at 5 µM; actives 0.59% (n = 210,000); AID 873;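 active = inhibition of 40% or more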;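 also: 0% = enzyme controls without compound and 100% = no-enzyme blanks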
Rad51 HR inh = blocks human Rad51 in homologous recombination | actives 0.085% (n = 200,000) | Q06609 | hRad51 DNA strand exchange, fluorescence dequenching | inhibition, % at 10 µM;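 active = inhibition above 40% at the single screening dose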;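 also: 0% = DMSO control wells and 100% = blanks with heterologous ssDNA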
Target sequence (Q06609 whole entry, looked up): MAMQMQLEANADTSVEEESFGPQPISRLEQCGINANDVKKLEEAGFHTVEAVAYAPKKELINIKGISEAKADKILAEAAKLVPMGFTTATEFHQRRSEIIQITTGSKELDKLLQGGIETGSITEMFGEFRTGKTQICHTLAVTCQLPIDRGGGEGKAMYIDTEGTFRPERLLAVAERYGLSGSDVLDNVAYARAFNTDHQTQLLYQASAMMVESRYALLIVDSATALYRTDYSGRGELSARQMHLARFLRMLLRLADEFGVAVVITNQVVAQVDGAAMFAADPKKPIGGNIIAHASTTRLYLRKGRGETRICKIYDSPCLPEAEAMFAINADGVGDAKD
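material = hRad51 filaments on single-stranded DNA | timing = filaments 15 min 37 °C, then compound 30 min | signal = FRET fluorescence dequenching, excitation 485 nm, emission 520 nm | benchmarks = control wells and blank wells on each plate | evaluation = percent inhibition relative to plate controls and blanks | compound = 10 µM final, single point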
FXIa inh 1536 = inhibitors of human coagulation factor XIa; inhibition, % at 5 µM; purified FXIa, Boc-Glu-Ala-Arg-AMC fluorogenic substrate; actives 0.14% (n = 220,000);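 active = inhibition of at least 40%; inactive = inhibition below 40%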;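 also: fluorescence of freed AMC excited at 355 nm; 0% = enzyme without compound and 100% = no enzyme blank; many of its hits are not listed in these tables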
Target sequence (P03951 19-387 limits assumed): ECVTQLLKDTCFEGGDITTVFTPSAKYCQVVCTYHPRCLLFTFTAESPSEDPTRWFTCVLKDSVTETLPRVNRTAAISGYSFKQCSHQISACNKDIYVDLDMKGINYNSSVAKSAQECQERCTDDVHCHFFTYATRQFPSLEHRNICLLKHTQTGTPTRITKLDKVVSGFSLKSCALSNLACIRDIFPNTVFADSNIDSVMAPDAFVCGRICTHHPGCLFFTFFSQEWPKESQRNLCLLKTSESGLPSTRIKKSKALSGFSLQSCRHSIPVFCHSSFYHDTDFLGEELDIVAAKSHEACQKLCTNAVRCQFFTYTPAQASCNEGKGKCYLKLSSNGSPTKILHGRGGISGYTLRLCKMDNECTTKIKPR
Target sequence (P03951 388-625 limits assumed): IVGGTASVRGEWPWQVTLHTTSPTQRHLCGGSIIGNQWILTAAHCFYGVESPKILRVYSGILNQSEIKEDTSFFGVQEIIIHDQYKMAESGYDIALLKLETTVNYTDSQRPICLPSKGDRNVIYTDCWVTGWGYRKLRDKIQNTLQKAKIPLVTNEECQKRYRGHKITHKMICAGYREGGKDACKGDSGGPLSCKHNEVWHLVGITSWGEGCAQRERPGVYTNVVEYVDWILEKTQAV
thrombin 1536 = inhibitors of human thrombin | inhibition, % at 5 µM | AID 1046 | P00734 | alpha-thrombin, Boc-VPR-AMC fluorogenic substrate cleavage | actives 0.26% (n = 220,000);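 active = inhibition at or above 40%; inactive = inhibition below 40%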;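 also: 0% = enzyme with no compound and 100% = wells without enzyme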
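System: human alpha-thrombin protein; Compound dosing: one concentration per compound, 5 µM, with 0.2% DMSO; Timing: reaction at room temperature; Technique: AMC fluorescence, 355/460 nm; Controls: enzyme without compound as high, wells lacking enzyme as low.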
TNF death inh = inhibitors of TNF-alpha induced necroptosis in Jurkat FADD-/- cells | AID 463075 | activation (protection from cell death), % at 10 µM | Jurkat FADD-/- TNF necroptosis rescue, ATP luminescence, 24 h; 0 = TNF only, 100 = no-TNF cells | actives 0.068% (n = 220,000);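 active = activation, meaning protection from cell death, of at least 50% relative to plate controls; inactive = activation below 50%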;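 also: necroptosis triggered by 40 ng/mL TNF-alpha added together with compound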
FXIIa inh 1536 = blocks human coagulation factor XIIa protease activity; purified FXIIa, Boc-QGR-AMC fluorogenic substrate, 2 h; inhibition, % at 5 µM; actives 0.3% (n = 220,000); AID 800; in the data active = inhibition above about 40%;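 also: 0% = enzyme with no compound and 100% = blank without enzyme; many of its hits are not listed in these tables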
Cl transport mod = modulates chloride dependent transport by human KCC2; Q9H2X9; KCC2 cells, thallium flux FluoZin-2 fluorescence; B-score of Tl+ flux slope (higher = more flux/activation; lower = inhibition) at 10 µM; actives 2.2% (n = 190,000);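 active = thallium flux slope and its plate-corrected score both differing from the plate sample mean at a set confidence after two filtering rounds, in either direction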;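 also: slope of fluorescence scaled to starting intensity during 10 to 20 s after thallium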
Active calls of the source: *; x = not tested or not shown.

smiles | zVAD death inh | Hck-Nef inh | KLK5 inh | Rad51 HR inh | FXIa inh 1536 | thrombin 1536 | TNF death inh | FXIIa inh 1536 | Cl transport mod
COc1cccc(CNc2nc3nc4c(c(=O)n3[nH]2)CCC4)c1 | 0.0 | 1 | 4 | 3 | 1 | -5 | -1.3 | 11 | -0.091
CC(=O)c1cc(-c2ccc(F)cc2)n(CCC(=O)Nc2cc(C)[nH]n2)c1C | 0.8 | 1 | -22 | -4 | 7 | 5 | -0.6 | 18 | -0.59
Cc1cc(N/N=C2\CC(C)CC(C)(C)C2)nc2ccccc12 (stereo unspecified) | -0.8 | 17 | -3 | 0 | -9 | -27 | 5.4 | 4 | 1.1
CNC(=O)C1CCC(=O)N1Cc1ccccc1Cl (stereo unspecified) | 1.4 | -1 | -16 | 5 | 5 | -8 | 0.7 | -5 | -0.67
COC(=O)CC1C(=O)NCCN1C(=O)CSc1nc2ccccc2o1 (stereo unspecified) | -0.2 | -9 | -1 | 1 | -1 | -2 | 0.8 | x | 1.4
Cn1c(Cn2c(=O)sc3ccccc32)nnc1SCC(=O)N1CCCCCC1 | 0.4 | 2 | -6 | -2 | 3 | 3 | 0.5 | 12 | -0.062
Cc1nc(Cl)c(C#N)c2c1CCCC2 | 1.7 | 6 | 0 | x | -1 | -10 | -0.4 | 2 | -1.5
CCn1c(=N)n(CC(=O)c2ccc(Br)s2)c2ccccc21 | 1.3 | 14 | 0 | -18 | 2 | -3 | -2.0 | 7 | x
CCN(CC)S(=O)(=O)c1cccc(-c2nnc(SCC(=O)NC3CCCC3)n2N)c1 | 0.8 | 1 | -6 | 6 | 3 | 5 | 1.0 | 17 | 0.21
O=C(NCCc1ccccc1)C(c1ccccc1)N(C(=O)c1csnn1)C1CC1 (stereo unspecified) | -0.8 | 21 | 2 | 8 | -1 | -7 | -0.9 | 13 | -0.75
Cc1ccc(C)c(Oc2coc3cc(OCC(=O)Nc4ccccc4C(C)C)ccc3c2=O)c1 | 0.4 | 1 | -15 | 17 | 4 | -4 | 1.2 | 7 | -0.063
COC(=O)c1sc(NC(=O)COc2ccccc2OC)nc1C | -0.3 | 1 | -1 | -1 | 4 | -3 | 0.1 | 6 | -0.02
CCN(CC)CCSc1nc2ccc(OC)cc2[nH]1 | 0.3 | -3 | -6 | 14 | -4 | -2 | 8.7 | 2 | 1.3
O=C(N/N=C/c1ccc(-c2ccc(Br)cc2)o1)c1ccc2c(c1)OCO2 | 3.2 | 45 | -13 | -1 | 3 | -4 | 1.1 | 3 | x
O=C1C2C3C=CC([C@@H]2C(=O)N1c1nccs1)C31CC1 (stereo partly specified) | -0.1 | 0 | -5 | 2 | -11 | -3 | -2.3 | 0 | -0.14
COc1ccccc1N1CCN(C(=O)Cn2cnc3c2c(=O)n(C)c(=O)n3C)CC1 | 0.2 | 3 | -5 | 3 | -4 | -2 | 1.9 | -2 | 0.43
CCN(c1cccc(C)c1)S(=O)(=O)c1ccc2c(c1)CCN2C(C)=O | 0.2 | -19 | 2 | 4 | -8 | -3 | -11 | -3 | -1.1
O=C(O)c1ccc(-c2nc(-c3ccccc3)c(-c3cccs3)[nH]2)cc1 | -0.4 | 15 | -7 | -11 | -5 | 6 | 3.6 | -8 | -0.46
CC(C)CC(=O)NC(=S)N1CCN(c2ccc([N+](=O)[O-])cc2Cl)CC1 | 0.7 | 1 | -12 | 11 | -3 | -8 | -0.3 | -2 | 1.9
Cc1ccc(C2=NNC(=O)C(P(=O)(c3ccccc3)c3ccccc3)C2)cc1 (stereo unspecified) | 0.9 | 22 | 0 | -1 | -4 | -7 | -0.8 | 1 | x
CC(C(=O)Nc1ccc(OCc2ccccc2)cc1)N1CCCC1 (stereo unspecified) | 21 | 27 | 2 | 9 | 0 | 0 | 6.1 | 11 | -0.67
COc1c(F)c(F)c(C(=O)O)c(Nc2cc(C)cc(C)c2)c1F | 3.9 | 16 | -4 | -3 | 6 | -8 | 1.0 | -2 | -1.3
O=C(COC(=O)[C@H](Cc1c[nH]c2ccccc12)NC(=O)c1cccs1)NCc1ccccc1 | 0.8 | 4 | -18 | x | 1 | -3 | 1.6 | 10 | -2.1
O=C(Cc1ccc2c(c1)CCCC2)Nc1ccc2ccccc2c1 | 0.3 | 2 | -6 | 4 | 1 | -9 | 1.3 | 2 | 0.057
Cc1cccc(OCCCC(=O)NC(C)c2ccccc2)c1 (stereo unspecified) | -0.5 | 0 | -2 | x | 17 | -2 | -0.2 | -19 | x

Some of these compounds in order of molecular weight, highest first.
smiles | zVAD death inh | Hck-Nef inh | KLK5 inh | Rad51 HR inh | FXIa inh 1536 | thrombin 1536 | TNF death inh | FXIIa inh 1536 | Cl transport mod
Cc1ccc(C)c(Oc2coc3cc(OCC(=O)Nc4ccccc4C(C)C)ccc3c2=O)c1 | 0.4 | 1 | -15 | 17 | 4 | -4 | 1.2 | 7 | -0.063
CC(C)CC(=O)NC(=S)N1CCN(c2ccc([N+](=O)[O-])cc2Cl)CC1 | 0.7 | 1 | -12 | 11 | -3 | -8 | -0.3 | -2 | 1.9
O=C1C2C3C=CC([C@@H]2C(=O)N1c1nccs1)C31CC1 (stereo partly specified) | -0.1 | 0 | -5 | 2 | -11 | -3 | -2.3 | 0 | -0.14

(further entries)
smiles | zVAD death inh | Hck-Nef inh | KLK5 inh | Rad51 HR inh | FXIa inh 1536 | thrombin 1536 | TNF death inh | FXIIa inh 1536 | Cl transport mod
CC(=O)OC(C(=O)N1CCN(c2ccc(F)cc2)CC1)c1ccccc1 (stereo unspecified) | -0.6 | 6 | -8 | 3 | 5 | 0 | -0.6 | 11 | 0.0087
CC1Cc2ccccc2N1c1nc(C2CC2)nc2c1nnn2Cc1ccccc1 (stereo unspecified) | -0.5 | -5 | -8 | 1 | 1 | 1 | -0.2 | 8 | 0.36
COc1cccc(-c2noc(C3CCCN(S(=O)(=O)c4cccc(Cl)c4C)C3)n2)c1 (stereo unspecified) | 0.2 | 4 | -24 | 3 | -5 | -3 | 0.0 | 6 | x
COc1ccc2c(c1)OC(O)(C(F)(F)F)CC2=O (stereo unspecified) | 2.5 | 2 | -14 | -6 | -1 | 0 | 0.3 | 8 | x
COc1cccc2cc(-c3csc(NC(=O)CCC(=O)NCCCN4CCC(C)CC4)n3)c(=O)oc12 | -1.8 | 20 | 3 | 33 | -2 | -2 | -8.1 | 5 | -0.35
O=C(NCC12CC3CC(C1)CC(CNC(=O)N1CCCC1)(C3)C2)N1CCCC1 | -0.1 | 1 | -5 | -2 | -6 | -7 | -1.5 | 2 | x
C/C(=N\NC(=O)CSc1nc(C)cc(C)n1)c1cccs1 | 0.1 | 4 | -22 | 4 | 1 | -4 | 1.6 | 5 | -1.1
COCCN(CC(=O)Nc1cccc(C)c1)S(=O)(=O)c1ccc(S(=O)(=O)N2CCCC2)cc1 | -0.5 | -1 | -1 | -14 | 10 | -3 | 0.2 | 9 | -2.7
O=C(Nc1ccc2cn[nH]c2c1)c1c(Cl)cccc1Cl | 4.7 | 11 | -11 | 0 | -2 | -10 | 2.0 | 7 | 0.19
Cc1ccc(S(=O)(=O)/N=C(\CN2CCCCC2)N2CCOCC2)cc1 | 1.1 | 3 | -8 | 4 | -7 | -7 | 0.4 | 3 | x
COCc1c(C(=O)OC)nnn1-c1ccccc1 | 0.0 | 16 | -3 | 2 | 3 | 0 | -0.4 | 14 | 0.017
COC(=O)/C=C/c1ccc(-n2ccnc2)cc1 | 8.3 | 20 | 10 | 12 | 2 | -2 | 1.2 | 4 | -0.14
Cc1ccc(N2CC(=O)Nc3c(sc4nc(C)cc(C)c34)C2=O)cc1 | 0.7 | -18 | -4 | 1 | -4 | 0 | 0.5 | 7 | -0.14
CCOC(=O)N1CCN(C2CC(=O)N(c3ccccc3)C2=O)CC1 (stereo unspecified) | 1.6 | -2 | 3 | 3 | 2 | 0 | 1.2 | 7 | 0.083
COc1ccc(C2CC(c3ccc(C)o3)=NN2C(C)=O)cc1 (stereo unspecified) | 0.8 | 4 | -11 | 0 | 20 | -6 | 31 | 27 | 1.1
O=C(Cn1c2ccccc2c2nc3n(c(=O)c21)CCS3)Nc1ccccc1C(F)(F)F | 1.7 | 22 | -26 | 23 | -5 | 2 | 0.3 | 7 | 1
Cc1nnc(SCC2=C(C(=O)O)N3C(=O)C(NC(=O)Cn4nc(C)c(Cl)c4C)C3SC2)s1 (stereo unspecified) | 1.1 | 6 | x | x | -3 | -7 | 0.8 | 8 | -0.037
COc1ccc(-c2noc(-c3cccs3)n2)cc1OC | 0.1 | -1 | 5 | 3 | -6 | -1 | -0.2 | 10 | 0.049
O=S(=O)(c1cccs1)N1CCCc2ccccc21 | 1.1 | 2 | -7 | -6 | -1 | -2 | -0.5 | 13 | x
CCC(=O)NC(=S)Nc1ccc(-c2nc3ccccc3s2)cc1 | -0.3 | 2 | -16 | x | -3 | 4 | -0.9 | 5 | x
CCCCOC(=O)N/N=C/C=C/c1ccccc1 | 0.5 | 1 | -1 | -1 | 6 | -2 | 2.0 | 12 | 0.038
COC(=O)c1ccc(C)c(NC(=O)CN2C(=O)c3ccccc3S2(=O)=O)c1 | 0.1 | -11 | 4 | 10 | 2 | 1 | 0.9 | -7 | 0.14
COc1ccc2nc3sc(C(=O)NCCN4CCc5ccccc5C4)cc3cc2c1 | -0.1 | -1 | -13 | 10 | 1 | 1 | 0.9 | 8 | 0.12
CCOC1OC(=O)C(Cl)=C1Nc1ccccc1C (stereo unspecified) | x | 5 | -12 | 13 | 8 | -4 | -0.6 | 9 | -0.51
CC(C)C(=O)N1CCN(c2ccc(NC(=O)c3ccc([N+](=O)[O-])o3)cc2)CC1 | 49 | 19 | -9 | 7 | -5 | 3 | -4.5 | 0 | -0.19
CS(=O)(=O)c1ccc2nc(NC(=O)c3cccc(NS(=O)(=O)c4ccc(F)c(F)c4)c3)sc2c1 | 0.6 | 4 | -11 | 4 | 5 | -13 | 2.1 | 12 | 0.17
CCN(CC)CCN(C(=O)c1c(F)cccc1F)c1nc2cc(C)cc(C)c2s1 | 0.4 | -4 | -7 | 7 | 1 | 3 | 4.0 | 8 | -1.9
O=C(COc1ccc2ccc(=O)oc2c1)OCc1ccccc1 | 0.6 | -3 | 5 | 4 | 3 | -3 | -4.3 | 10 | -0.58
C=CCOC(=O)C1=C(C)NC(SCC(=O)N(CC)CC)=C(C#N)C1c1ccccc1 (stereo unspecified) | -0.6 | 6 | -11 | x | 4 | 2 | -2.2 | 5 | -2.5
CCOc1ccc(C2/C(=C(/O)c3ccc(F)cc3)C(=O)C(=O)N2CCCN(C)C)cc1 (stereo unspecified) | -0.3 | 1 | 4 | 13 | 1 | -8 | -0.7 | 0 | 0.42
O=C(CSc1nnc(Cc2ccccc2)o1)NCc1ccc2c(c1)OCO2 | 0.4 | 9 | 3 | 0 | 2 | 3 | -0.2 | 13 | -1.1

As entered above:
KLK5 inh, CCOc1ccc(C2/C(=C(/O)c3ccc(F)cc3)C(=O)C(=O)N2CCCN(C)C)cc1 (stereo unspecified) stands at 4
FXIa inh 1536, C=CCOC(=O)C1=C(C)NC(SCC(=O)N(CC)CC)=C(C#N)C1c1ccccc1 (stereo unspecified) stands at 4

Not all compounds are listed; rates above refer to the full screens.
